# TIM10 inh: TIM10 yeast growth inhibition | S. cerevisiae TIM10 strain growth, BacTiter-Glo luminescence, 24 h | inhibition, % at 10 µM | 1.4% of 330,000 active | AID 463195;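 active = inhibition of 40% or more at the single tested concentration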;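 also: wild-type TIM10 isogenic control strain grown at permissive 25 °C; 0% = DMSO yeast wells and 100% = minimal medium wells without yeast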
# mIAP block: mouse IAP inhibition; inhibition, % at 10 µM; purified mouse IAP, CDP-Star luminescence, 30 min; 0.2% of 330,000 active; AID 2806;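 active = inhibition of at least 40% at 10 µM in the primary screen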;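 also: plate controls were DMSO with enzyme for no effect and no enzyme wells for full effect; values of inactives mirror those of a sister screen read the other way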
# mIAP activ: mouse IAP activation; muIAP, CDP-Star luminescence, 30 min; stronger effect = higher value; 1 = vehicle-only enzyme signal, 0 = enzyme-free wells; activation factor at 10 µM; 0.24% of 330,000 active; AID 2805;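 active = activation factor of at least 2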; also: the source names both 10 and 20 µM as test concentration; values of inactives mirror those of a sister screen read the other way
#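 Assay system: mouse IAP enzyme / Compound: DMSO-dissolved test compounds / Timing: 30 min, room temperature / Measured by: luminescence from enzymatic CDP-Star hydrolysis / Control set: DMSO-only wells, enzyme-free buffer wells as negative control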
# Apaf-1 inh: blocks human Apaf-1 apoptosome activity; inhibition, % at 20 µM; O14727; AID 489030; 0.71% of 330,000 active; reconstituted apoptosome caspase-3 activity, DEVD-Rh110 fluorescence; active = inhibition of at least 40% at 20 µM;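 also: plate controls were DMSO wells for no effect and DEVD-CHO caspase inhibitor wells for full effect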
#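 Material: reconstituted apoptosome with Apaf-1, cytochrome c, caspase-9, procaspase-3, dATP. Technique: Rh110 fluorescence intensity. Buffer or medium: pH 7.5 Hepes buffer with CHAPS, BSA, DTT. Times: 30 min plus 50 min, RT.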
# NLRP3 yeast inh: NALP3 inhibition in yeast. AID 2825. Yeast reconstituted NLRP3/ASC/caspase-1, beta-gal luminescence, 24 h. 0.39% of 330,000 active. inhibition, % at 10 µM;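 active = inhibition of 50% or more; inactive = inhibition below 50%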;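 also: plate controls were induced DMSO wells for no effect and uninduced yeast grown without galactose for full effect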
# ATG4B inh: ATG4B (human) cysteine protease inhibition; Q9Y4P1; ATG4B cleavage of LC3-PLA2, NBD-HPC fluorescence, 1 h; inhibition, % at 8.33 µM; 0.51% of 340,000 active; AID 504462; in the data active = inhibition above about 40%
# Target sequence (Q9Y4P1 whole entry, looked up): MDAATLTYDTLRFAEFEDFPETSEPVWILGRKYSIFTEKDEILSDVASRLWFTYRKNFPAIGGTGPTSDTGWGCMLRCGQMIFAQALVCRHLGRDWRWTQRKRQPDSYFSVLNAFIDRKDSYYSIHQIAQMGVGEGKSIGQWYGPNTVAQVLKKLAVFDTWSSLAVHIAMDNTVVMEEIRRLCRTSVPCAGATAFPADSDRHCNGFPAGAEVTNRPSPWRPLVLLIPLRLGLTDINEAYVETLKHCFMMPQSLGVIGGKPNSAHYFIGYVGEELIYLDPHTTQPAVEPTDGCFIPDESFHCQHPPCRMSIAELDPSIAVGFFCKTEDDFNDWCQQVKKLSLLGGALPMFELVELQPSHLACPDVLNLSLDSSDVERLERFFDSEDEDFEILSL
# tim10-1 inh: tim10-1 yeast growth inhibition. S. cerevisiae tim10-1 ts strain growth, BacTiter-Glo, 24 h. inhibition, % at 20 µM. 2.2% of 330,000 active;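 active = inhibition of at least 40%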;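 also: mutant grown at 25 °C; 0% = DMSO wells with yeast and 100% = wells holding no yeast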
# hIAP inh: human IAP inhibition. purified IAP, CDP-Star luminescence, 30 min. inhibition, % at 10 µM. 0.12% of 330,000 active;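 active = inhibition reaching a set limit with compound at 10 µM in the primary screen, cut at about 35% in these data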;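 also: plate controls were DMSO wells with enzyme for no effect and no-enzyme buffer wells for full effect; values of inactives mirror those of a sister screen read the other way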
# Target sequence (P09923 whole entry, looked up): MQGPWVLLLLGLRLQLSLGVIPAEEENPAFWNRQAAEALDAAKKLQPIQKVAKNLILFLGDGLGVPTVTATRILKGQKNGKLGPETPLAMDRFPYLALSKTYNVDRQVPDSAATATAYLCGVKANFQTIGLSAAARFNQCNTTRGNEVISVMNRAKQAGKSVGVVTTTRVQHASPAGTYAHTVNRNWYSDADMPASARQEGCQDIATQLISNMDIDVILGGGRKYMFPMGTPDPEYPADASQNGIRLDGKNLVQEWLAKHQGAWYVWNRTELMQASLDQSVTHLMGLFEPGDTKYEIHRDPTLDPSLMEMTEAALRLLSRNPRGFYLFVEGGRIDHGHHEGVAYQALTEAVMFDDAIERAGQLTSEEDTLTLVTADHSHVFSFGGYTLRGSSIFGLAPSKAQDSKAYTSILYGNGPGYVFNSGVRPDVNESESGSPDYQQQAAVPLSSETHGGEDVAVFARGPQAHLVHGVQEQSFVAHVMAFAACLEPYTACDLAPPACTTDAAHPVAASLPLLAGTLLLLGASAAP
# hIAP activ: human IAP activation | P09923 | purified human IAP, CDP-Star luminescence, 30 min; stronger effect = higher value; 1 = vehicle-only enzyme, 0 = enzyme-free background | activation factor at 10 µM | 0.16% of 330,000 active | AID 2524;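 active = activation factor of the enzyme at least 2-fold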; also: the source names both 10 and 20 µM as test concentration; values of inactives mirror those of a sister screen read the other way
# The depositor's hits bear a star; . = no result given. Not a hit list, and some 4.5% of all compounds hit somewhere here.
cpd	canonical_smiles	TIM10 inh	mIAP block	mIAP activ	Apaf-1 inh	NLRP3 yeast inh	ATG4B inh	tim10-1 inh	hIAP inh	hIAP activ
1	Cc1ccsc1C1CC(=O)NC2=C1C(=O)CC(C)(C)C2 (centres undefined)	5	2	0.98	-5	2	1	-8	-2	1
2	c1ccc2c(c1)[nH]c1c(N3CCSCC3)ncnc12	14	-12	1.1	-2	0	-12	8	-16	1.2
3	OC(CN1CCOCC1)Cn1c2c(c3ccccc31)CCCC2 (centres undefined)	-6	0	1	6	5	2	16	-16	1.2
4	COC(=O)C1(C)NC(c2ccc(F)cc2)C2C(=O)N(c3ccccc3)C(=O)C21 (centres undefined)	-4	9	0.91	-13	-1	-4	5	-6	1.1
5	CC(C)NC(=O)NC(=O)COC(=O)c1ccccc1O	-17	0	1	-11	4	-1	12	10	0.9
6	CCn1ncc([N+](=O)[O-])c1C(=O)N1CCc2ccccc2C1	7	4	0.96	8	5	-3	-15	5	0.95
7	Cc1cccc(Oc2ccc(NC(=O)c3ccccc3C(=O)O)cc2)c1C	4	10	0.9	3	34	69*	-9	7	0.93
8	CSc1ccc(CNc2nnnn2C)cc1	-16	-4	1	-11	8	-11	4	-18	1.2
9	N#Cc1cccc(NC(=O)CC2CCCCC2)c1	16	5	0.95	-12	-5	-4	16	11	0.89
10	C#CC(CC)(CC)NC(=S)Nc1cccc(C(C)=O)c1	27	2	0.98	17	21	-2	38	-11	1.1
11	CCN1CCN(C(=O)CN(CC)S(=O)(=O)c2ccc3ccccc3c2)CC1	-11	-11	1.1	-14	14	-12	-1	-26	1.3
12	COc1ccc(NC(=O)CN(C)C(=O)/C=C/c2cn(-c3ccccc3)nc2-c2ccc(C)cc2)cc1	20	4	0.95	17	12	-4	23	-5	1.1
13	COc1ccc(Br)cc1C(=O)Nc1ccc(Cc2ccncc2)cc1	34	7	0.93	5	35	5	24	17	0.83
14	COc1ccc(S(=O)(=O)N/N=C\c2ccc3c(c2)OCO3)c(OC)c1	-16	2	0.98	-120	5	2	-27	4	0.96
15	Cc1nc2ccccc2nc1OCC(=O)N1CCN(c2ccccc2)CC1	-9	-10	1.1	7	12	-10	11	1	0.99
16	O=S1(=O)[C@H]2C[C@@H]3C=C[C@@]2(CN1Cc1ccccc1F)O3	-9	-1	1	-1	11	-2	-16	-4	1
17	Cn1nnc(NC(=O)COc2ccc(C3CCCCC3)cc2)n1	-10	10	0.9	-4	0	-4	7	22	0.78
18	COc1ccc(CNC(=O)c2ccc(Br)s2)cc1OC	2	5	0.95	9	25	2	-6	5	0.95
19	CC(C)(C)c1ccc(C(=O)Nc2nnc(Cc3c[nH]c4ccccc34)s2)cc1	6	6	0.94	14	2	-7	10	-17	1.2
20	COC(=O)CSc1nnc(-c2cnccn2)n1C	4	7	0.93	-16	1	5	4	22	0.78
21	O=C1CCC(C(=O)Nc2cccc3ccccc23)N1 (centres undefined)	6	4	0.96	-9	15	7	4	6	0.94
22	COCCCNC(=O)C1Cc2cc(S(=O)(=O)N3CCCC3)ccc2N1C(C)=O (centres undefined)	-1	6	0.94	2	0	8	-5	23	0.77
23	COc1ccc(N(CC(=O)N/N=C/c2cccc(OC)c2OC)S(=O)(=O)c2ccccc2)cc1	13	-5	1.1	23	15	-16	12	-1	1
24	COc1ccc(NC(=O)c2cc(S(=O)(=O)N3CCCC3)oc2C)cc1	2	-11	1.1	11	2	4	-2	-8	1.1
25	CC(=O)NC1CCN(CC(=O)Nc2nccs2)CC1	-4	-8	1.1	-4	28	-10	-16	-13	1.1
26	CCCOC1CCCN(C(=O)c2ccc(OC)c(OC3CCN(C(C)C)CC3)c2)C1 (centres undefined)	11	6	0.94	-3	3	20	-16	2	0.97
27	COc1ccc(S(=O)(=O)N(C)CC(=O)N2CCN(Cc3ccccc3)CC2)cc1C	12	0	1	4	4	-10	22	12	0.89
28	COc1ccc(OC)c(NC(=O)C(CC(=O)O)Cc2ccc(Cl)cc2)c1 (centres undefined)	2	4	0.96	-2	-3	-1	-12	1	0.99
29	Cc1c(Cc2ccccc2)c(=O)oc2cc(OCC(=O)NCC3CCC(C(=O)O)CC3)ccc12 (centres undefined)	8	-10	1.1	-2	-2	-17	20	-11	1.1
30	CC(C)N(Cc1ccccc1)C(=O)COC(=O)c1cc[n+]([O-])cc1	-12	-1	1	-9	20	-11	-13	-6	1.1
31	C/C(=N\NC(=O)c1ccc(N2CCCC2=O)cc1)c1ccccc1	12	5	0.95	-8	12	-10	4	-5	1
32	O=C(NNC(=O)c1ccc2ccccc2c1O)Nc1ccc(F)cc1	-3	9	0.91	9	6	-3	-15	13	0.87
33	CC(OC(=O)c1cnc2ccccc2n1)c1ccccc1Cl (centres undefined)	-6	7	0.93	8	18	10	-16	2	0.98
34	Cc1ccc2c(CN(C)Cc3ccc(OC(F)F)cc3)cc(=O)oc2c1C	-6	11	0.89	22	8	-3	21	14	0.86
35	CCOc1ccc2nc(Cl)c(CN(C(=O)c3cnccn3)C3CCCC3)cc2c1	29	3	0.97	3	6	-9	27	1	0.99
36	CC(C)(C)n1nnnc1C(c1cccs1)N(Cc1cccnc1)Cc1ccco1 (centres undefined)	32	3	0.97	16	5	-13	35	-4	1
37	O=c1nc2ccc(Cl)cn2c2ccc(S(=O)(=O)N3CCOCC3)cc12	13	7	0.93	9	18	-12	8	13	0.87
38	COC(=O)CCN(C(=O)c1ccc([N+](=O)[O-])cc1)c1ccccn1	-15	-28	1.3	-1	-6	7	0	4	0.96
39	COc1cc(C(=O)N2CCc3ccccc32)ccc1OCc1c(C)noc1C	2	3	0.97	-7	4	6	11	-3	1
40	CCc1ccc(CC)c(S(=O)(=O)Nc2ccc(C(=O)O)c(O)c2)c1	1	2	0.98	9	5	-1	24	3	0.97
41	COc1cc(/C=N/n2c(-c3ccccc3)n[nH]c2=S)cc(OC)c1O	-13	1	0.99	-12	12	-2	-12	-8	1.1
42	C=CCn1c(C)csc1=Nc1ccc(C(=O)O)cc1	-9	8	0.92	-18	17	0	13	-6	1.1
43	O=C1CCN(S(=O)(=O)c2ccc(Cl)cc2)CC1	2	-9	1.1	12	11	-4	-2	-7	1.1
44	CCOC(=O)C1CCN(C(=O)C2CCN(S(=O)(=O)c3ccc4c(c3)CC(C)N4C(C)=O)CC2)CC1 (centres undefined)	-2	-8	1.1	3	-2	4	0	-42	1.4
45	CSc1ccccc1NC(=O)c1c(Br)cnn1C	-14	6	0.94	4	26	0	-8	7	0.93
46	O=C(N=Nc1c(O)n(C2OC(=O)c3ccccc32)c2ccccc12)c1ccc(O)cc1 (centres undefined)	-4	1	0.99	2	14	3	-12	0	1
47	COc1ccccc1NC(=O)C(C)Sc1nc(-c2ccccc2)cn1N (centres undefined)	6	3	0.97	-13	-4	-7	23	15	0.85
48	CC(C)c1nnc(SCC(=O)NC2CCCCC2)n1C	0	4	0.96	3	20	-5	1	9	0.91
49	COc1ccc(OC)c2sc(NC(=O)C3CC3)nc12	28	-1	1	-2	9	-7	39	12	0.88
50	COc1ccc(NS(=O)(=O)c2cc(C(=O)Nc3ccccc3C(=O)O)ccc2C)cc1	-3	-2	1	1	14	-6	-10	-3	1

# Other entries follow.
cpd	canonical_smiles	TIM10 inh	mIAP block	mIAP activ	Apaf-1 inh	NLRP3 yeast inh	ATG4B inh	tim10-1 inh	hIAP inh	hIAP activ
51	CCOc1ccc2c(c1)c(N=NC(N)=S)c(O)n2C	-4	21	0.79	-35	-5	0	7	-7	1.1
52	COc1cccc(C(=O)NC2CCN(CC(=O)Nc3cccc(C)c3C)CC2)c1	-7	-15	1.1	-6	10	1	-5	-8	1.1
53	COc1ccc(NC(=O)COC(=O)c2ccc3ccccc3n2)c(OC)c1	9	-5	1.1	-4	-5	-11	12	3	0.97
54	COc1ccccc1NS(=O)(=O)c1cc(NC(=O)/C=C/c2cccs2)ccc1N1CCOCC1	-3	4	0.95	5	16	0	20	7	0.93
55	N#CCSc1nnc(Cc2cccs2)n1C1CCCCC1	16	7	0.93	13	-8	1	22	12	0.88
56	CCN(CC)C(=O)C(C)N(C#N)c1nc(C)cc(C)n1 (centres undefined)	0	-1	1	-9	3	0	-12	-7	1.1
57	Cc1noc(C(=O)Nc2ccc(F)c(Cl)c2)c1Cl	6	4	0.96	9	3	13	14	12	0.88
58	CN(CCNC(=O)c1cc2c(=O)n(C)c3ccccc3c2n1C)Cc1ccccc1	12	3	0.97	5	10	-8	7	16	0.84
59	CCN(c1ccccc1)S(=O)(=O)c1ccc(Cl)c(C(=O)OCC(=O)NC(=O)C(C)C)c1	-42	0	1	7	7	-7	-26	-3	1
60	Cc1cc2nc(C3CCCN(C(=O)NCc4ccccc4)C3)[nH]c2cc1C (centres undefined)	16	-24	1.2	7	7	6	8	6	0.94
61	COc1ccc(-n2ncc3c2CC(C)(C)CC3NC(=O)CCN2CCCCC2=O)cc1 (centres undefined)	5	-1	1	3	-3	-8	-6	-7	1.1
62	Cc1ccc(NC(=S)NC(=O)c2cccs2)cc1F	-44	7	0.93	7	49	-2	-1	-5	1
63	CC(c1ccco1)N(C(=O)c1ccccc1F)c1ccccn1 (centres undefined)	11	5	0.95	-9	5	-9	13	8	0.92
64	Cc1ccc(CN2C3=NCCCN3c3ccccc32)cc1	5	-2	1	8	-2	7	2	-3	1
65	Cc1ccc(S(=O)(=O)N2C(=O)/C(=C3\SC(=S)NC3=O)c3ccccc32)cc1	-9	16	0.84	-5	10	.	11	24	0.76
66	CCn1cc(CN2CCCC(C(=O)c3ccc(-c4ccccc4)cc3)C2)cn1 (centres undefined)	5	2	0.98	8	42	36	-2	-13	1.1
67	CCCc1nnc(NC(=O)CCCC(=O)O)s1	2	-2	1	0	-8	6	6	-8	1.1
68	CC(Oc1ccc2ccc(=O)oc2c1)C(=O)N1CCOCC1 (centres undefined)	6	-9	1.1	9	13	-2	18	-24	1.2
69	O=C1CCC(C(=O)N(CCO)Cc2ccccc2)CN1CCCN1CCOCC1 (centres undefined)	4	2	0.98	-8	5	2	-11	18	0.82
70	CCn1cc(C(=O)OCC(=O)Nc2c(C)cccc2C)c(=O)c2ccc(C)nc21	-7	6	0.94	-1	11	-7	-15	21	0.79
71	COC(=O)c1ccc(CSc2ncnc3c2oc2ccccc23)o1	13	4	0.96	0	9	3	17	14	0.86
72	COc1cc(C2CC(=O)c3cnc(NC(=O)c4ccco4)nc3C2)cc(OC)c1OC (centres undefined)	0	3	0.97	-1	18	1	0	5	0.95
73	COc1cc(OC)nc(NC(=O)CN2CCN(c3ccc(F)cc3)CC2)n1	-4	6	0.94	-7	-21	-6	5	7	0.93
74	COc1ccccc1N1CCN(C2CCN(S(=O)(=O)c3ccc(NC(C)=O)cc3)CC2)CC1	0	7	0.93	0	-2	-7	11	-29	1.3
75	O=C1CCCN2N=C(SCC(=O)Nc3ccc(Br)cc3)SC2=N1	-12	2	0.98	-4	4	-4	6	2	0.98

# Screens as filed in PubChem.
